# Mcl1 Noxa PPI: Mcl-1/Noxa binding inhibitors, primary screen, biochemical, TR-FRET, 1536-well; TR-FRET Mcl-1/Noxa peptide binding, 2 h; inhibition, % at 21.7 µM; hit rate 1.5% among 220,000;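 active = compounds that cut the protein-peptide binding signal by more than 50% relative to plate controls in a single-dose test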;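 also: His-tagged Mcl-1 with rhodamine Noxa BH3 peptide and terbium anti-His antibody; 0% = Mcl-1 plus Noxa peptide wells and 100% = peptide-only wells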
# Target sequence (Q07820 whole entry, looked up): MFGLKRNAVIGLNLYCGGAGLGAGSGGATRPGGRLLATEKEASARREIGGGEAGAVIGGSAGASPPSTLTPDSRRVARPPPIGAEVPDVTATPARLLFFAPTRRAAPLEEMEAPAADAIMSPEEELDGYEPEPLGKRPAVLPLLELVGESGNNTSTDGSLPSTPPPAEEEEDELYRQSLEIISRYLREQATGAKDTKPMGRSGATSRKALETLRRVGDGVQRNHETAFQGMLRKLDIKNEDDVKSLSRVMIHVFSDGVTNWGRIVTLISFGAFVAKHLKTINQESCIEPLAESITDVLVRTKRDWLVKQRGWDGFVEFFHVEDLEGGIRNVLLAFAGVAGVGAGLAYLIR
# Rab7 wt GTP bind: modulators of GTP binding to Rab7, primary screen, biochemical, wildtype, multiplex bead flow cytometry | Rab7 GTPase wild type (dog), Bodipy-FL-GTP binding | GST-Rab7 beads, fluorescent GTP binding; actives lie on both sides; untreated = 100%, excess cold GTP = 0% | GTP binding activity (percent of control), % at 10 µM | hit rate 0.055% among 190,000;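 active = fluorescent GTP binding to Rab7 beads changed by at least 20 points from the 100% baseline, either direction, mostly lower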;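 also: median green fluorescence of bound Bodipy-FL-GTP per Rab7 bead population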
# Mcl1 Bid PPI: Mcl-1/Bid binding inhibitors, primary screen, biochemical, TR-FRET, 1536-well. TR-FRET Mcl-1/Bid-Dy647 peptide binding. inhibition, % at 21.7 µM. hit rate 0.97% among 220,000. AID 1021, 2008;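 active = compounds that cut the binding signal by more than half at the single screening dose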;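 also: His-tagged Mcl-1 with europium anti-His antibody binding Bid BH3 peptide; 0% = Mcl-1 plus peptide wells and 100% = peptide-only wells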
# Cdc42 wt GTP: modulators of GTP binding to wildtype Cdc42, primary screen, biochemical, multiplex bead flow cytometry, Bodipy-GTP; GST-Cdc42 beads; actives lie on both sides; percent activity (GTP binding), % at 10 µM; hit rate 0.2% among 190,000; AID 761, 2007;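 active = percent activity GTP binding at least 20 points away from the 100% baseline, either down as inhibitor or up as activator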;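 also: median bead fluorescence of bound Bodipy-FL-GTP at 100 nM; 0% = excess unlabeled GTP control and 100% = no compound control; below 100% means less GTP binding so inhibitor and above means activator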
# Target sequence (P60953 whole entry, looked up): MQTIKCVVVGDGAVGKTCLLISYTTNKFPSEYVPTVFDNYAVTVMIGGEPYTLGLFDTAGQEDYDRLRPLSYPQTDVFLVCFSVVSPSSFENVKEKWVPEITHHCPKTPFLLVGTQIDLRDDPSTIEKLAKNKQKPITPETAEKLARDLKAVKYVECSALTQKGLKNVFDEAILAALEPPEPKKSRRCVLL
# Pf gamet viab: late stage P. falciparum gametocyte viability inhibitors, primary screen, ATP luminescence, HTS; inhibition, % at 10.9 µM; P. falciparum stage V gametocytes, 24 h; hit rate 0.065% among 150,000;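 active = inhibition above the mean plus 3 SD of compounds within the control limits, set per campaign, cut at about 38% in these data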;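 also: 0% = DMSO wells and 100% = medium only without gametocytes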
# HRas wt GTP bind: modulators of GTP binding to HRas wildtype, primary screen, biochemical, bead-based flow cytometry, multiplex | GST-Ras wt beads, Bodipy-FL-GTP binding; actives lie on both sides | GTP binding activity, % at 10 µM | hit rate 0.14% among 190,000 | AID 759, 2007;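 active = GTP binding activity at least 20% away from the 100% baseline, either lowered as inhibitor or raised as activator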;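 also: 0% = unlabeled GTP competition control and 100% = no-compound control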
# Target sequence (P01112 whole entry, looked up): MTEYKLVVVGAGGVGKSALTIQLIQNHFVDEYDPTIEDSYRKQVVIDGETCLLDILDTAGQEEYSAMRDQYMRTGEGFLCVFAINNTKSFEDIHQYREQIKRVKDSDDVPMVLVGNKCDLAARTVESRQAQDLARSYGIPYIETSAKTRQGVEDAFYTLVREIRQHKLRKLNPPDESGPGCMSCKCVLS
# Rac1 mut GTP: GTP binding modulators of activated mutant Rac1, primary screen, biochemical, bead-based flow cytometry, multiplex, fluorescent GTP; Ras-related C3 botulinum toxin substrate 1 (Homo sapiens), P63000; GST-Rac1 activated beads; actives lie on both sides; 100% means binding = to untreated wells; percent activity (GTP binding), % at 10 µM; hit rate 0.11% among 190,000; AID 764, 2007;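 active = GTP binding at least 20 percentage points away from the 100% baseline, in either direction, so actives lie on both sides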
# Rac1 wt modul: wildtype Rac1 GTP binding modulators, primary screen, biochemical, GST-Rac1 beads, flow cytometry, multiplex; Ras-related C3 botulinum toxin substrate 1 (Homo sapiens), P63000; fluorescent GTP binding; actives lie on both sides; 0 = cold GTP competed, 100 = untreated; GTP binding activity (% of control), % at 10 µM; hit rate 0.27% among 190,000; AID 757, 2007;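 active = GTP binding activity at least 20 points away from the 100% control level, either lower or higher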
# Rab2 wt GTP: modulators of GTP binding to Rab2A wildtype, primary screen, biochemical, dog, bead-based flow cytometry, multiplex | GST-Rab2 wt beads, Bodipy-GTP binding | hit rate 0.19% among 190,000 | GTP binding activity, % at 10 µM | AID 760, 2007 | Ras-related protein Rab-2A (Canis lupus familiaris), P61105;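 active = GTP binding activity at least 20 points away from 100%, either lowered or raised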;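 also: 0% = beads with excess unlabeled GTP and 100% = no-compound control corrected for plate trend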
# Mcl-1 Bim block: inhibitors of Bim peptide binding to Mcl-1, primary screen, biochemical, bead-based flow cytometry, multiplex; Induced myeloid leukemia cell differentiation protein Mcl-1 (Homo sapiens), Q07820; hit rate 0.1% among 190,000; inhibition, % at 10 µM; Bim peptide-Mcl-1 binding; AID 1009, 2008; in the data active = inhibition above about 40%;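 also: 0% = no compound tracer wells and 100% = peptide blocker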
# Avidin bead fluor: green autofluorescence of compounds with avidin beads – biophysical, 488/530 nm, flow cytometry, artefact control, profiling panel. compound fluorescence 488/530 nm; hits give high values. fluorescence (KMESF) at 10 µM. hit rate 0.38% among 220,000; in the data active = fluorescence above about 47; also: inactives centre near 10
# * hit, by the source's call; . = no result given. Random draw from the library; overall some 2.7% were active at least once.
SMILES,Mcl1 Noxa PPI,Rab7 wt GTP bind,Mcl1 Bid PPI,Cdc42 wt GTP,Pf gamet viab,HRas wt GTP bind,Rac1 mut GTP,Rac1 wt modul,Rab2 wt GTP,Mcl-1 Bim block,Avidin bead fluor
CC(C)(C)CC(=O)NC(=S)Nc1ccccc1[N+](=O)[O-],5,99,-30,99,-47,96,95,100,96,-3,9
CC(C)(C)C(=O)NC(=S)Nc1cccc(C(=O)O)c1,9,98,-39,94,-8,98,95,96,96,2,10
CCOc1cc(N2CCOCC2)c(OCC)cc1NC(=O)c1cc(C)nc2ccccc12,10,106,-46,97,0,99,96,101,102,-3,10
O=C(O)C1CCN(C(=O)NC2CCCCC2)CC1,9,98,-4,98,.,101,100,105,101,-4,12
Cc1ccc(NC(=O)CSC2=NN3CCCC(=O)N=C3S2)c(C)c1,-8,101,-18,94,.,96,95,96,97,0,6
CC1CCCN(C(=O)c2ccc3c(c2NCCO)C(=O)c2ccccc2C3=O)C1 (configuration not stated),38,98,12,102,21,102,100,101,101,0,7
CN(CCOC(=O)/C=C/c1ccco1)Cc1ccccc1,23,101,-79,99,9,102,97,104,98,0,9
COC(=O)C(CO)NC(=O)C(C)NC(=O)CNC(=O)OCc1ccccc1 (configuration not stated),-4,103,-3,98,-13,97,94,93,99,-1,9
CNC(=O)c1nc(C)n(-c2cc(Cl)cc(Cl)c2)n1,-12,99,-2,97,.,98,95,97,95,1,5
CCOC(=O)N1CCC(NC(=O)CCN2C(=O)COc3ccccc32)CC1,12,100,3,103,-7,105,100,103,103,0,16
COc1ccc(C(C)=O)cc1COc1ncnc2ccccc12,-2,100,4,100,.,100,98,99,98,-2,25
O=C(c1ccco1)n1nc(-c2ccc(Cl)cc2)nc1NCc1ccco1,-7,103,-16,106,22,103,98,113,101,-3,3
O=C(O)CCN1C(=O)c2ccc(NC(=O)CSc3ccccc3)cc2C1=O,16,100,-17,101,12,101,98,101,100,-6,4
CCOc1cc2c(cc1OC)C(NC(=O)C(F)(F)F)CC2=O (configuration not stated),-4,99,-49,100,9,100,94,97,96,1,35
CC(SCc1ccccc1)C(=O)NC1CCCC1 (configuration not stated),6,98,9,99,.,100,96,99,96,-3,10
CC(C)(C)n1nnnc1C(c1cccnc1)N1CCOCC1 (configuration not stated),1,92,-17,96,.,93,95,95,95,1,12
O=c1oc(Nc2ccc(F)cc2)nc2ccccc12,15,97,-11,99,.,99,97,98,97,0,35
Cc1ccc(/C=N/NC(=O)C2CC(=O)N(c3ccccc3)C2)s1 (configuration not stated),3,102,-48,97,4,101,98,99,98,-6,17
Cc1cc(C)cc(NC(=O)N2CCC(C(=O)c3ccc(F)cc3)CC2)c1,10,109,5,96,-4,100,93,98,101,-2,9
CCOc1c(Br)cc(/C=N\NC(=O)c2ccccc2)cc1OC,23,97,-46,98,-8,94,98,97,96,2,14
CCOC(=O)N1CCN(C(=O)CSc2ccccc2)CC1,-2,101,-34,103,3,106,99,104,104,0,13
Cc1ccccc1CN1C(=O)Nc2ccccc2C(=O)N1C(C)(C)C,-8,100,-25,101,.,103,97,101,99,-5,4
O=C(CCC(=O)OCc1ccc(C(=O)Oc2ccccc2)cc1)Nc1cccc2ccccc12,-11,99,1,97,.,100,98,104,99,0,22
O=S(=O)(NCCOc1ccc(F)cc1)c1ccc2c(c1)OCCO2,7,96,-29,103,.,100,97,100,98,-2,25
CCCOc1ccc(C(C)=O)cc1CSCCC#N,-4,101,-8,108,-4,104,103,111,104,-4,21
CCN1C/C(=C\c2cccc([N+](=O)[O-])c2)C(=O)/C(=C/c2cccc([N+](=O)[O-])c2)C1,20,100,-4,95,-14,99,99,107,96,-5,12
Cc1cc(SCC(=O)NCCN2C(=O)CSC2=O)nc2ccccc12,10,100,-38,104,7,98,98,102,97,-3,17
C=CCc1c(OC)ccc2ccc(=O)oc12,23,99,7,101,.,100,100,103,100,-2,38
CC1CCc2c(nc3ncnn3c2Nc2ccc(OC(F)(F)F)cc2)C1 (configuration not stated),-13,94,13,97,16,101,94,102,101,-2,24
CCCC1N2CC3([N+](=O)[O-])CN1CC([N+](=O)[O-])(C2)C3(C)C (configuration not stated),-4,100,-2,101,15,98,99,104,97,-1,26
COc1cccc2cc(C(=O)NC(C)C3CCCO3)c(=O)oc12 (configuration not stated),8,96,-17,99,14,98,96,95,97,0,13
CCCC(=O)c1cc2c(cc1NC(=O)c1ccccc1F)OCCO2,0,98,-78,99,.,97,98,100,98,-43,5
O=C(NCC1CCCO1)c1c(O)c2c([nH]c1=O)CCCC2 (configuration not stated),-13,96,-22,102,.,99,98,98,97,-1,25
CCNc1c([N+](=O)[O-])ncn1C,7,102,-32,103,21,102,102,106,104,-4,13
CNc1oc(-c2cccc3ccccc23)nc1C#N,2,103,-4,102,.,102,99,102,100,0,33
O=C(O)c1ccc(-c2nc3ccccc3[nH]2)cc1,21,96,38,104,.,99,100,103,96,1,6
CC(=O)NN1C(=O)/C(=C/c2ccc(C(C)C)cc2)SC1=S,-12,99,-36,91,-9,96,92,92,92,-5,4
COc1cc([N+](=O)[O-])ccc1NC(=O)CN(C)C,-13,97,17,98,.,97,96,97,97,0,11
N#Cc1cccn1-c1nccs1,-13,95,-5,99,-9,97,99,100,95,0,27
Oc1ccccc1C1=Nc2ncnn2C(c2ccccc2)C1 (configuration not stated),.,96,3,97,.,96,95,92,94,-5,11

# 15 of these compounds in a different format.
Molecule	Mcl1 Noxa PPI	Rab7 wt GTP bind	Mcl1 Bid PPI	Cdc42 wt GTP	Pf gamet viab	HRas wt GTP bind	Rac1 mut GTP	Rac1 wt modul	Rab2 wt GTP	Mcl-1 Bim block	Avidin bead fluor
CNC(=O)c1nc(C)n(-c2cc(Cl)cc(Cl)c2)n1	-12	99	-2	97	.	98	95	97	95	1	5
CCOC(=O)N1CCC(NC(=O)CCN2C(=O)COc3ccccc32)CC1	12	100	3	103	-7	105	100	103	103	0	16
COc1ccc(C(C)=O)cc1COc1ncnc2ccccc12	-2	100	4	100	.	100	98	99	98	-2	25
O=C(c1ccco1)n1nc(-c2ccc(Cl)cc2)nc1NCc1ccco1	-7	103	-16	106	22	103	98	113	101	-3	3
O=C(O)CCN1C(=O)c2ccc(NC(=O)CSc3ccccc3)cc2C1=O	16	100	-17	101	12	101	98	101	100	-6	4
CCOc1cc2c(cc1OC)C(NC(=O)C(F)(F)F)CC2=O (configuration not stated)	-4	99	-49	100	9	100	94	97	96	1	35
CC(SCc1ccccc1)C(=O)NC1CCCC1 (configuration not stated)	6	98	9	99	.	100	96	99	96	-3	10
CC(C)(C)n1nnnc1C(c1cccnc1)N1CCOCC1 (configuration not stated)	1	92	-17	96	.	93	95	95	95	1	12
O=c1oc(Nc2ccc(F)cc2)nc2ccccc12	15	97	-11	99	.	99	97	98	97	0	35
Cc1ccc(/C=N/NC(=O)C2CC(=O)N(c3ccccc3)C2)s1 (configuration not stated)	3	102	-48	97	4	101	98	99	98	-6	17
Cc1cc(C)cc(NC(=O)N2CCC(C(=O)c3ccc(F)cc3)CC2)c1	10	109	5	96	-4	100	93	98	101	-2	9
CCOc1c(Br)cc(/C=N\NC(=O)c2ccccc2)cc1OC	23	97	-46	98	-8	94	98	97	96	2	14
CCOC(=O)N1CCN(C(=O)CSc2ccccc2)CC1	-2	101	-34	103	3	106	99	104	104	0	13
Cc1ccccc1CN1C(=O)Nc2ccccc2C(=O)N1C(C)(C)C	-8	100	-25	101	.	103	97	101	99	-5	4
O=C(CCC(=O)OCc1ccc(C(=O)Oc2ccccc2)cc1)Nc1cccc2ccccc12	-11	99	1	97	.	100	98	104	99	0	22

# The listing continues:
SMILES,Mcl1 Noxa PPI,Rab7 wt GTP bind,Mcl1 Bid PPI,Cdc42 wt GTP,Pf gamet viab,HRas wt GTP bind,Rac1 mut GTP,Rac1 wt modul,Rab2 wt GTP,Mcl-1 Bim block,Avidin bead fluor
CN1/C(=C/c2cc[n+](C)c3ccccc23)C=Cc2ccccc21,8,93,29,101,.,100,97,100,99,3,9
Cc1cc(C)c(C(=O)N2CCCC(C(=O)c3cc(F)ccc3F)C2)o1 (configuration not stated),18,100,-18,98,-9,99,96,98,101,-2,12
CCN(CC)CCNS(=O)(=O)c1ccc(/C=C/C(=O)O)cc1,24,98,-20,103,23,98,98,100,99,-1,8
CCOc1ccc(NC(=O)N2CCC(C(N)=O)(N3CCCCC3)CC2)cc1,11,100,-22,99,4,100,96,99,97,0,8
NS(=O)(=O)c1ccc(S(=O)(=O)NCCc2ccccc2)cc1,7,91,-1,94,-2,93,94,93,93,-3,5
CCCOc1ccc2oc(=O)c3c(c2c1)CCCN3C(=O)CN1CCCC(C(=O)OCC)C1 (configuration not stated),-14,97,-5,102,2,100,100,102,99,-7,35
CCc1cc[n+](-c2nc3ccccc3nc2C(=C=[N-])C#N)cc1,-3,103,-5,102,16,102,99,99,101,-2,42
CC(C)P(=O)(c1cccc(C(=O)O)c1)C(C)C,12,104,-30,103,.,102,100,106,101,-3,14
CCOc1ccc(CN(C(=O)c2cc3ccccc3oc2=O)C2CC2)cc1,-16,101,-16,102,-13,101,97,105,100,0,5
COc1ccccc1/C=C1\SC(=S)N(CCC(=O)NCCCN2CCOCC2)C1=O,11,104,-36,97,-15,101,97,100,99,0,9
COc1ccc(OC)c(CNC(=O)C2CCN(C(=O)N(C)C)CC2)c1,15,99,-4,102,.,99,98,102,99,-1,6
Cc1ccc(NC(=S)NC(NC(=O)Cc2cccc3ccccc23)C(Cl)(Cl)Cl)cc1 (configuration not stated),-7,102,-8,105,-38,103,96,113,100,1,11
COCCNC(=O)CSc1ccc(Cl)cc1,4,108,2,100,-12,99,93,100,103,0,10
COC(=O)c1cc2c([nH]c3ccccc32)c(C)n1,15,99,2,102,.,99,97,100,98,-2,30
Cc1cccc(C)c1OCC(O)Cn1ccnc1C (configuration not stated),8,99,-18,102,.,101,101,105,101,1,8

# Screens deposited in PubChem BioAssay by several laboratories.
